FN deposition inh: fibronectin deposition inhibition; AH1F fibroblasts, Alexa488-fibronectin deposition fluorescence, overnight; inhibition, % at 12.6 µM; 350,000 compounds, 0.086% hits;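 active = mean inhibition across replicates of 30% or more, regardless of how many single replicates reach that level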;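 note: positive control wells lacked labelled fibronectin entirely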
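Measured by – fluorescence 485/525 nm · System – AH1F fibroblast monolayer, labelled fibronectin deposition · Amount – 10000 cells per well · Buffer or medium – serum-reduced DMEM (2% serum) · Doses – single dose, pinned · Also added – fluorescent fibronectin at 24 nM final · Schedule – 1 h cell attachment, overnight exposure to compound and label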
LGR2 antag: inhibitors of bursicon-induced Drosophila LGR2 receptor cAMP signaling; 380,000 compounds, 0.35% hits; HEK293 LGR2, CRE-luciferase, bursicon-stimulated, 4 h; inhibition, % at 9.99 µM; AID 720647;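 active = drop in luminescence signal, shown as inhibition above about 50% in the replicate tests, limit read from the data, passing the limit was not always enough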;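 note: agonist challenge used bursicon conditioned medium at about half maximal strength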
S100A4 MyoIIA: inhibitors of human S100A4 binding to myosin IIA peptide; P26447; S100A4/TAMRA-MyoIIA peptide fluorescence polarization; inhibition, % at 10.7 µM; 360,000 compounds, 0.14% hits;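 active = mean inhibition of at least 70% across replicates, with every replicate also reaching that level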
Target sequence (P26447 whole entry, looked up): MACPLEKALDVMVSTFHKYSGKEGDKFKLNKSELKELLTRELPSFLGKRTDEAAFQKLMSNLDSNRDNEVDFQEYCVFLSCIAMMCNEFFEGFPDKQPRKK
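Material: S100A4 monomer protein | Medium: HEPES pH 7.2 with CaCl2, KCl, NaCl, DTT, Triton | Reagent: Labelled myosin peptide probe, 5 nM | Doses: One dose per compound | Times: 5 min incubation before reading | Benchmarks: Neutral control DMSO, positive control TFP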
PAX8 inh HTS: PAX8 transcriptional activity inhibition; RMG-I TPO-luciferase reporter, SteadyGlo, 24 h; inhibition, % at 12.6 µM; 360,000 compounds, 1.2% hits; AID 652154;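 active = mean replicate inhibition at least 60% with every replicate also reaching 60%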;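 note: luciferase light reporting Pax8 driven TPO promoter activity; plate controls were median of neutral control wells for no effect and mitoxantrone controls for full effect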
PglD inh: PglD (C. jejuni) enzyme inhibition. inhibition, % at 12.5 µM. AID 602405. purified PglD enzyme, DTNB colorimetric CoA detection. 360,000 compounds, 0.098% hits; in the data active = inhibition above about 16%, passing the limit was not always enough; note: strong numbers were not always called active
PGC1a acetyl inh: lowers PGC1a acetylation signal in U2OS cells; AlphaScreen anti-acetyl-lysine; with virally co-expressed GCN5 acetyltransferase; 350,000 compounds, 0.17% hits; inhibition, % at 15.6 µM;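 active = every replicate shows inhibition of at least 40%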;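 note: 0% = neutral control wells and 100% = positive control wells; some results beyond the cut were filed as inactive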
EWS-Fli inh: inhibitors of EWS/Fli oncoprotein transcriptional activity; 350,000 compounds, 0.67% hits; inhibition, % at 12.6 µM; A673 NR0B1-luciferase reporter, viability-normalised;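 active = mean inhibition of at least 50% after viability correction, with every replicate also passing that limit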;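 note: firefly luciferase signal divided by Alamar Blue viability fluorescence both relative to DMSO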
ERAP1 HTS inh: ERAP1 (human) enzyme inhibition | Q9NZ08 | recombinant ERAP1, Leu-AMC fluorescence, 60 min | inhibition, % at 10.7 µM | AID 652197 | 340,000 compounds, 0.15% hits;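 active = mean replicate inhibition of at least 30%, or all replicates individually reaching that 30% level; inactive = mean below 30% and not every replicate reaching it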;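 note: 0% = neutral control wells and 100% = L-leucinethiol positive control wells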
Target sequence (Q9NZ08 whole entry, looked up): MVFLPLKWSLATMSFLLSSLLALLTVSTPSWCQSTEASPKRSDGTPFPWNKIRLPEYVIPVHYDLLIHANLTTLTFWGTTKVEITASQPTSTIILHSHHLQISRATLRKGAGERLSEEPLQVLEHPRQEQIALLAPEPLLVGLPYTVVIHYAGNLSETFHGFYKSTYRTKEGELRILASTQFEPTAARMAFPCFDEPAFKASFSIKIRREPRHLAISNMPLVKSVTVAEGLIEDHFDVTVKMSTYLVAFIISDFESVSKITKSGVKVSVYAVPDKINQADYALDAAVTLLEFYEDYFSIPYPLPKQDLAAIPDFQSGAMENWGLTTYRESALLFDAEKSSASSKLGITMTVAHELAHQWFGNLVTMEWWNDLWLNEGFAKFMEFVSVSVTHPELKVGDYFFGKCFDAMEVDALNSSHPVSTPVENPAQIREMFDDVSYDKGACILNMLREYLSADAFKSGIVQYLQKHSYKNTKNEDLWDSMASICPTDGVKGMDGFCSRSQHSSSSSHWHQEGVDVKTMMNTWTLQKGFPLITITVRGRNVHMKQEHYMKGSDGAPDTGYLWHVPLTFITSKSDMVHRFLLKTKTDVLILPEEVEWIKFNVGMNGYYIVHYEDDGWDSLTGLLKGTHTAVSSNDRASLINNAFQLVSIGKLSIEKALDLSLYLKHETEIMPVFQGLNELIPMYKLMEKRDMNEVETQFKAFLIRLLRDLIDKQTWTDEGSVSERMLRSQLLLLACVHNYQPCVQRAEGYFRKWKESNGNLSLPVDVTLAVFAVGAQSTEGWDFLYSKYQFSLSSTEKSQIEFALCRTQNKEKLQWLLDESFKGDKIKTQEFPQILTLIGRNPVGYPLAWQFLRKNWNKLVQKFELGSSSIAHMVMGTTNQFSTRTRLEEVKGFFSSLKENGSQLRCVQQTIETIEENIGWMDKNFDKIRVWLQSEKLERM
The depositor's hits bear a star; · = not tested or not shown; & = joins results of further samples.

# | SMILES | FN deposition inh | LGR2 antag | S100A4 MyoIIA | PAX8 inh HTS
1 | CCOC(=S)SCC(=O)Nc1nc(C)c(C)s1 | 0 | -2 | 4 | 17
2 | C=CCNc1nnc(SCC(=O)Nc2ccccc2OC)c2ccccc12 | 1 | 4 | -8 | 28
3 | O=C(CNCc1ccc(Cl)cc1)NCc1ccco1 | 6 | -8 | -8 | 6
4 | COc1cccc(C(=O)N2C[C@@H]3[C@H](c4ccccc42)[C@H](CO)N3Cc2ccccc2Cl)c1 | · | -7 | 6 | 11
5 | COc1ccccc1OCc1ccc(C(=O)NCC(C)C)o1 | -9 | · | 0 | 22
6 | Cc1cc(N(C)C)ccc1N=Nc1ccc(N)cc1 | -8 | -63 | 2 | -98
7 | COc1cc(NC(=O)Nc2cccc(Cl)c2)c(C(=O)O)cc1OC | 6 | -26 | -4 | 23
8 | O=C(CSc1ccc2nnc(-c3ccccn3)n2n1)Nc1ccccc1F | -4 | 4 | 2 | 6
9 | CN(Cc1ccccc1)C(=O)COC(=O)CNS(=O)(=O)c1ccc2ccccc2c1 | 3 | 13 | -2 | -2
10 | O=C(CN1CCN(c2ccccc2)CC1)Nc1ccc2c(c1)CCC2 | 3 | -1 | 8 | -12

# | PglD inh | PGC1a acetyl inh | EWS-Fli inh | ERAP1 HTS inh
1 | 0 | -56 | 22 | 0
2 | -5 | 2 | 2 | 0
3 | 1 | -6 | 8 | 4
4 | 3 | -15 | -1 | ·
5 | · | · | -3 | -1
6 | -2 | · | -6 | 2
7 | 3 | 3 | 7 | -4
8 | 0 | · | 5 | -1
9 | -5 | 1 | -2 | 6
10 | · | · | 3 | -4

The list continues.
# | SMILES | FN deposition inh | LGR2 antag | S100A4 MyoIIA | PAX8 inh HTS
11 | CC(c1ccon1)N(C)Cc1cn[nH]c1-c1ccc(F)cc1F (stereo unspecified) | -6 | 10 | 1 | 12
12 | O=C(NCC(=O)N1CCCC(C(F)(F)F)C1)c1ccccc1F (stereo unspecified) | -2 | 2 | 9 | -70
13 | CCN(C(=O)COc1cc(=O)n(CC)c2ccccc12)c1cc(Cl)ccc1OC | -3 | 20 | 1 | -19
14 | CC(C)n1cc(/C=C(\C#N)S(=O)(=O)c2ccccc2)c2ccccc21 | 3 | · | · | -8
15 | CCOc1c2ccc(C(=O)NCc3ccc4c(c3)OCO4)cc2nn1CC | -10 | -10 | -10 | 19
16 | OC(c1ccc(F)cc1)c1nc(-c2cncnc2)cs1 (stereo unspecified) | 1 | 1 | -4 | -11
17 | COc1ccc(NC(=O)Nc2ccc3c(c2)C(=O)N([C@H](C)CO)C[C@H](C)[C@H](CN(C)C)OCCCC[C@H](C)O3)cc1 | · | 6 | -2 | -15
18 | O=C1COc2ccc(NC(=O)c3ccccc3C(=O)O)cc2N1 | 4 | 24 | 1 | -5
19 | C[C@H]1CCCCO[C@@H](CN(C)Cc2ccc3c(c2)OCO3)[C@@H](C)CN([C@@H](C)CO)C(=O)c2cc(N(C)C)ccc2O1 | · | · | 7 | 18
20 | O=C(Nc1cccc(Br)c1)C1CCCC1 | -9 | -2 | -39 | -4

# | PglD inh | PGC1a acetyl inh | EWS-Fli inh | ERAP1 HTS inh
11 | 2 | 1 | -2 | 1
12 | -2 | 4 | -35 | 3
13 | 0 | · | 5 | -2
14 | -3 | -3 | · | ·
15 | 2 | · | -4 | -3
16 | 2 | -1 | 0 | 4
17 | 0 | 13 | -2 | -4
18 | -3 | 4 | -3 | 3
19 | -1 | -32 | -4 | 2
20 | -3 | 1 | -10 | -2

Additional structures.
# | SMILES | FN deposition inh | LGR2 antag | S100A4 MyoIIA | PAX8 inh HTS
21 | COCC1CCN(C(=O)c2cc(COc3ccccc3SC)on2)C1 (stereo unspecified) | -12 | 4 | 0 | -29
22 | Cc1ccc(OCC(=O)Nc2ccc(S(=O)(=O)Nc3ccccn3)cc2)c(C)c1 | 9 | 21 | · | 14
23 | CCN(C[C@H]1[C@H](c2ccccc2)[C@@H](CO)N1C(C)=O)C(=O)c1ccccn1 | 6 | -9 | 17 | -1
24 | N#C/C(=C\c1ccc(O)c([N+](=O)[O-])c1)C(=O)NCc1ccccc1 | -5 | 8 | -4 | -10
25 | CCOC(=O)c1oc2ccc(S(=O)(=O)n3nc(-c4ccc(Cl)cc4)cc3N)cc2c1C | 1 | 8 | -3 | 20
26 | CCN1C(=O)[C@H]2[C@@H](c3ccc(-c4ccc(F)cc4)c(OC)c3)N3CCCC[C@@]3(C(=O)OC)[C@H]2C1=O | -11 | 14 | -5 | 12
27 | O=C(O)c1ccc(N2C(=O)CC(SC(=Nc3ccccc3)Nc3ccccc3)C2=O)cc1 (stereo unspecified) | 7 | 6 | 10 | 18
28 | COc1ccc2c3c(n(C)c2c1)[C@H](CO)N(C(=O)NC1CCCC1)CC31CCN(C)CC1 | · | -2 | -4 | -6
29 | Cc1cc(C)cc(OCC(=O)NNC(=O)c2cc3ccccc3o2)c1 | -11 | -31 | -1 | -3
30 | COc1ccc(S(=O)(=O)N(C)C[C@H]2Oc3ncc(C#CC4(O)CCCC4)cc3C(=O)N([C@@H](C)CO)C[C@@H]2C)cc1 | -3 | 3 | 8&6 | 7&8

# | PglD inh | PGC1a acetyl inh | EWS-Fli inh | ERAP1 HTS inh
21 | 4 | · | · | 2
22 | 6 | -3 | · | ·
23 | -3 | -2 | -6 | 2
24 | -9 | 18 | 1 | 11
25 | 6 | 7 | 5 | 1
26 | 5 | -3 | 5 | ·
27 | · | · | 1 | -5
28 | · | · | 6 | 10
29 | -2 | 2 | 2 | -9
30 | 3&3 | 14&5 | 3&-2 | 1&0

New compounds follow.
# | SMILES | FN deposition inh | LGR2 antag | S100A4 MyoIIA | PAX8 inh HTS
31 | Cc1ccc(C(=O)c2c3ccccc3[n+]([O-])n2CCC(=O)O)cc1 | 16 | · | -3 | -13
32 | O=C(c1ccc(OCC2CCCO2)cc1)N1CCN(S(=O)(=O)c2cccc(F)c2)CC1 (stereo unspecified) | · | -28 | -6 | -9
33 | Cc1ccc(C2CC(c3ccc(F)cc3)Nc3nc(N)nn32)cc1 (stereo unspecified) | -11 | -21 | 8 | -21
34 | COc1cc(C2(c3ccc(O)c(OC)c3)C(=O)N(C)c3ccc(Br)cc32)ccc1O | 1 | 8 | -1 | 7
35 | C[C@@H]1CN([C@H](C)CO)C(=O)c2cc(NC(=O)c3ccncc3)ccc2O[C@@H]1CN(C)C(=O)Nc1ccc(C(F)(F)F)cc1 | -1 | -39 | -9 | 4
36 | c1ccc(CCn2cnc3ccccc32)cc1 | 3 | -18 | -12 | -37
37 | Cc1cc(C)c(S(=O)(=O)Nc2ccccc2C(=O)N2CCCC2)c(C)c1 | 2 | 5 | -1 | -12
38 | O=C(NCCCN1CCCC1=O)c1cc(-c2ccc3c(c2)OCO3)nc2ccccc12 | 9 | -11 | -6 | -6
39 | Cc1cc(Cl)ccc1-c1nc(NCCN(C)C)nc2ccsc12 | 2 | -8 | -4 | 2
40 | CC1CCN(C(=O)CNC(=O)CNC(=O)Cc2ccccc2)CC1 | 1 | 6 | -2 | ·

# | PglD inh | PGC1a acetyl inh | EWS-Fli inh | ERAP1 HTS inh
31 | -2 | 28 | -27 | 4
32 | -8 | 3 | 4 | -2
33 | 6 | 8 | -8 | ·
34 | · | · | -3 | -3
35 | 3 | 11 | -11 | -1
36 | 0 | 3 | -33 | 1
37 | -4 | -4 | · | 0
38 | 4 | 3 | -1 | 3
39 | -4 | -10 | -1 | 1
40 | 2 | 0 | · | 2

Other compounds follow.
# | SMILES | FN deposition inh | LGR2 antag | S100A4 MyoIIA | PAX8 inh HTS
41 | O=C(c1ccccc1)N(CCCl)C(=O)N(CCCl)C(=O)c1ccccc1 | 7 | -31 | -2 | 4
42 | COc1ccc2c3c([nH]c2c1)[C@H](CO)N(C(=O)Nc1ccc(F)cc1)CC31CCN(CC2CC2)CC1 | · | -2 | -7 | ·
43 | CS(=O)(=O)N1N=C(c2ccco2)CC1c1cccc([N+](=O)[O-])c1 (stereo unspecified) | 3 | -3 | 0 | 16
44 | Cc1oc(-c2cccc(F)c2)nc1CN(Cc1ccccc1)C[C@@H]1CCC(=O)N1 | 11 | 10 | 0 | 9
45 | COc1ccccc1S(=O)(=O)N1C[C@@H](O)COC[C@@H]2O[C@@H](CC(=O)O)CC[C@H]21 | 2 | -11 | -2 | 0
46 | Cc1cccc(NC(=O)C2CCCN2C(=O)OCc2ccccc2)c1 (stereo unspecified) | · | 5 | -6 | ·
47 | CCOc1cc(/C=N/NC(=O)c2cc(-c3cccnc3)nc3ccccc23)ccc1O | 10 | 7 | -4 | 6
48 | O=C(Cc1ccccc1[N+](=O)[O-])OCC(=O)c1ccccc1Br | 5 | -6 | -3 | 4
49 | Cc1ccc(CCC(=O)Nc2ccc(Cl)cc2Cl)o1 | 10 | -1 | -8 | -29
50 | NC(=S)N/N=C1\CC(c2ccc3c(c2)OCCCO3)Oc2ccc(F)cc21 (stereo unspecified) | -4 | 10 | 2 | -4

# | PglD inh | PGC1a acetyl inh | EWS-Fli inh | ERAP1 HTS inh
41 | -2 | · | 2 | -2
42 | · | · | 1 | 2
43 | · | 8 | 4 | ·
44 | · | · | 20 | 9
45 | -1 | 0 | -20 | 0
46 | 6 | 1 | -3 | -5
47 | 1 | 4 | 2 | -2
48 | 3 | -6 | 1 | -1
49 | -4 | · | -2 | 3
50 | 4 | 2 | 19 | 2

Continuation.
# | SMILES | FN deposition inh | LGR2 antag | S100A4 MyoIIA | PAX8 inh HTS
51 | O=C(O)C1CCCN1c1nc(-c2ccc(Cl)c(Cl)c2)cc(C(F)(F)F)n1 (stereo unspecified) | · | -8 | -3 | 77*
52 | CC(C)NC(=O)Nc1ccc2c(c1)C(=O)N([C@@H](C)CO)C[C@@H](C)[C@@H](CN(C)C(=O)Nc1ccc(C(F)(F)F)cc1)OCCCC[C@H](C)O2 | · | -4 | -2 | -21
53 | CCn1c(Cc2ccccc2)nnc1SCC(=O)c1c(N)n(C2CC2)c(=O)[nH]c1=O | 4 | -2 | 28 | 3
54 | O=C(CCC1CCCC1)NCCS(=O)(=O)N1CCN(c2ccccc2F)CC1 | 3 | 2 | 4 | 6
55 | Fc1cccc(-c2ccc(C3[C@H]4CNC[C@@H]3N4CC3CCOCC3)cc2)c1 (stereo partly specified) | -5 | -28 | -6 | ·
56 | C[C@H](CO)N1C[C@H](C)[C@@H](CN(C)C(=O)C2CCCCC2)Oc2cc(C3=CCCCC3)ccc2S1(=O)=O | · | 14 | 12 | ·

# | PglD inh | PGC1a acetyl inh | EWS-Fli inh | ERAP1 HTS inh
51 | 1 | · | 8 | -8
52 | -3 | 2 | 5 | -4
53 | 5 | -7 | -1 | 1
54 | · | · | 1 | 1
55 | · | · | · | 1
56 | -2 | -1 | 14 | 1

From entry 49 to 53, as listed above:
# | SMILES | FN deposition inh | LGR2 antag | S100A4 MyoIIA | PAX8 inh HTS
49 | Cc1ccc(CCC(=O)Nc2ccc(Cl)cc2Cl)o1 | 10 | -1 | -8 | -29
50 | NC(=S)N/N=C1\CC(c2ccc3c(c2)OCCCO3)Oc2ccc(F)cc21 (stereo unspecified) | -4 | 10 | 2 | -4
51 | O=C(O)C1CCCN1c1nc(-c2ccc(Cl)c(Cl)c2)cc(C(F)(F)F)n1 (stereo unspecified) | · | -8 | -3 | 77*
52 | CC(C)NC(=O)Nc1ccc2c(c1)C(=O)N([C@@H](C)CO)C[C@@H](C)[C@@H](CN(C)C(=O)Nc1ccc(C(F)(F)F)cc1)OCCCC[C@H](C)O2 | · | -4 | -2 | -21
53 | CCn1c(Cc2ccccc2)nnc1SCC(=O)c1c(N)n(C2CC2)c(=O)[nH]c1=O | 4 | -2 | 28 | 3

# | PglD inh | PGC1a acetyl inh | EWS-Fli inh | ERAP1 HTS inh
49 | -4 | · | -2 | 3
50 | 4 | 2 | 19 | 2
51 | 1 | · | 8 | -8
52 | -3 | 2 | 5 | -4
53 | 5 | -7 | -1 | 1

Assay outcomes: PubChem BioAssay, Broad Institute
